# High-throughput results deposited in PubChem by The Scripps Research Institute Molecular Screening Center.
# GalR3 antagonist – blocks the human galanin receptor 3. 360,000 tested, 0.44% active. O60755. HEK293 GalR3-CNG cAMP membrane potential fluorescence; galR3 body fused to GalR1 C-terminus. inhibition, % at 3 µM. AID 651719;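 active = inhibition above the screen-wide average plus 3 SD, cut at about 13% in these data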;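 also: forskolin and galanin both at EC90 stimulate the cells; cAMP rise reported by CNG channel membrane potential dye signal; 0% = forskolin plus galanin with DMSO and 100% = forskolin alone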
# Target sequence (O60755 1-299 limits assumed): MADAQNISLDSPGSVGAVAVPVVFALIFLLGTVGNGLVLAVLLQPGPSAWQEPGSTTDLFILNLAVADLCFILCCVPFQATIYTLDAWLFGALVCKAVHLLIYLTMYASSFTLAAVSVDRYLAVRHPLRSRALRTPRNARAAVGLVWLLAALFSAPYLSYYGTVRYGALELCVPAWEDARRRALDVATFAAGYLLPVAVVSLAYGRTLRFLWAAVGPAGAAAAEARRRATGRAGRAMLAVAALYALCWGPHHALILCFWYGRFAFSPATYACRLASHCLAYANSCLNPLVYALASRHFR
# * marks the source's active call; other numbers are inactive results.
GalR3 antagonist,canonical_smiles
-3.0,Cc1ccc([C@@H]2CC(=O)[C@@H]3CN(S(=O)(=O)c4ccc(C)cc4)[C@H](c4ccccc4F)C[C@@H]3N2S(=O)(=O)c2ccc(Cl)cc2)cc1
-2.4,COc1ccc(OCCn2c(C)nc3ccccc32)cc1
-2.0,CCOC(=O)N(C)c1c(CC)nc2c(OCc3ccccc3C)cccn12
-8.5,C#CCNC(=O)C[C@@H]1C[C@@]2(C(=O)OC)CCCCC=C2N(Cc2ccco2)C1=O
-6.4,CC(C)(C)Cc1c(-c2cccc(Br)c2)nc2ccc(Cl)cn12
-2.7,Brc1ccccc1C1Cc2nnccc2CN1 (stereo not drawn)
-3.8,COc1cc(C(=O)OCC(=O)N2CCN(S(=O)(=O)c3ccc(C)cc3C)CC2)c([N+](=O)[O-])cc1OC
-7.8,O=C(NCCS(=O)(=O)N1CCN(c2ccccc2)CC1)C12CC3CC(CC(C3)C1)C2
-3.9,CC1(C)CN=C(c2ccccc2)NC1
7.6,COc1ccc(C=CC(=O)c2c(OC)cc(OC)c(OC)c2O)cc1
-4.3,COc1cc(OC)nc(C(NC(=O)C2CCN(Cc3c[nH]c4ccccc34)CC2)c2ccc(Cl)cc2)n1 (stereo not drawn)
-5.4,CC(C)CC1C(=O)N(Cc2cn(CC3CCCCC3)nn2)CCS(=O)(=O)N1Cc1ccc(-c2ccc(Cl)cc2)cc1 (stereo not drawn)
-5.1,CC(C)C[C@H]1COc2cccc(N3CCCCC3)c2S(=O)(=O)N1
-4.9,CC(C)NC(=O)N(C)C[C@@H]1OCc2cnnn2CCCC(=O)N([C@H](C)CO)C[C@H]1C
-7.8,CCCCC[C@H](C)N1C[C@H](COCc2ccccc2)Oc2cc(N3CCC[C@@H]3COC)ccc2S1(=O)=O
0.1,NC(=O)c1cnc(Cc2c[nH]c3ccccc23)c(I)c1
-5.0,Cc1ccc(-c2ccc(CN3C(CC(C)C)C(=O)N(Cc4cn(CCC5OCCCO5)nn4)CCS3(=O)=O)cc2)cc1 (stereo not drawn)
-4.0,CCOc1ccc(NC(=O)COC(=O)c2c[nH]c3ccccc23)cc1
-0.4,CNc1cc(-c2ccc(OC)c(OC)c2)ncn1
-1.0,C[C@H]1CN(c2ccc(N3CCNC[C@@H]3C)cc2C#N)CCN1Cc1ccccc1
-0.3,COc1ccc(C(=O)OCC(=O)Nc2cccc(S(=O)(=O)N3CCCCCC3)c2)cc1[N+](=O)[O-]
-3.9,CCCS(=O)(=O)NC(=O)C1(C)CCCN(C(=O)c2cc(-c3cccs3)oc2C)C1 (stereo not drawn)
-1.7,COc1ccc(CCN2C(=O)c3ccccc3C2c2nnnn2Cc2ccccc2)cc1OC (stereo not drawn)
0.2,CCCCOCCCNC(=O)C[C@@H]1C[C@@]2(C(=O)OC)CC(C)(C)CC=C2N(Cc2cccc3ccccc23)C1=O
-7.5,OCC1SC(O)C(O)C(O)C1O (stereo not drawn)
4.9,O=C(CN1CCN(S(=O)(=O)c2ccc(Br)s2)CC1)NC1CCCCC1
-7.5,C[C@H](CO)N1C[C@H](C)[C@H](CN(C)C(=O)Nc2cccc(F)c2)Oc2cc(Br)ccc2S1(=O)=O
-6.4,C[C@H]1CN([C@@H](C)CO)S(=O)(=O)c2ccc(Br)cc2O[C@@H]1CN(C)S(=O)(=O)c1ccccc1
-4.0,CC1(C)CC(=O)C=C(C2CC2)C1=O
-0.7,Cc1cc(Br)cn2c(Cc3ccccc3C(F)(F)F)c(-c3cccc(Br)c3)nc12
-5.5,Cc1ccc(S(=O)(=O)N2CCCCC2)cc1NC(=O)c1ccco1
-6.1,CCN(CC(=O)Nc1ccc(NC(C)=O)cc1)C(=O)c1ccc(S(=O)(=O)N2CCCC2)cc1

# Overlap with the part before: 4 entries, then new ones.
GalR3 antagonist,canonical_smiles
-4.0,CC1(C)CC(=O)C=C(C2CC2)C1=O
-0.7,Cc1cc(Br)cn2c(Cc3ccccc3C(F)(F)F)c(-c3cccc(Br)c3)nc12
-5.5,Cc1ccc(S(=O)(=O)N2CCCCC2)cc1NC(=O)c1ccco1
-6.1,CCN(CC(=O)Nc1ccc(NC(C)=O)cc1)C(=O)c1ccc(S(=O)(=O)N2CCCC2)cc1
-1.5,COc1cccc(NC(=O)N(C)C[C@@H]2Oc3cc(Br)ccc3S(=O)(=O)N([C@@H](C)CO)C[C@H]2C)c1
-7.0,CC(=O)Nc1ccc(CCCCc2ccc(NC(C)=O)cc2)cc1
-5.7,CC(C)N(C(=O)[C@H]1C[C@H](CC(=O)NCCCn2ccnc2)C(=O)N2CCc3c([nH]c4cc(-c5ccco5)ccc34)[C@]12C)C(C)C
-4.5,CN(C(=O)COC(=O)c1c[nH]c2ccccc12)c1ccccc1
-0.7,N#Cc1ccc(C(=O)OCc2cccc(S(=O)(=O)N3CCOCC3)c2)cc1
-5.2,COCCNc1nc(Oc2ccc(CC(=O)OC)cc2)c2sc(-c3ccccc3)cc2n1
-1.9,Cc1ccc(S(=O)(=O)c2ccsc2NC(=O)c2ccccc2)cc1
-8.0,Cc1ccc(Cc2c(-c3ccc(C)cc3)nc3ccc(Cl)cn23)cc1
1.8,CC(C)CC1NC(=O)N(CC(=O)NC2CCCCC2)C1=O (stereo not drawn)
0.6,COc1ccc(CN2C[C@@H](CO)O[C@@H](n3cnc4c(NCc5ccncc5)ncnc43)C2)cc1
-8.4,CC1=C(C(=O)N2CCCCCC2)CC(CC(=O)NC(c2ccccc2)c2ccccc2)C(=O)N1CCC1=CCCCC1 (stereo not drawn)
-3.5,CC(Sc1nnc2n1CCCCC2)C(=O)Nc1ccc(S(N)(=O)=O)cc1 (stereo not drawn)
-3.5,O=C(/C=C/[C@H]1O[C@@H](n2ccc(=O)[nH]c2=O)[C@H](O)[C@@H]1O)NCCN1CCCCC1
3.2,Cc1ccc(S(=O)(=O)N2CCCc3ccccc32)cc1
6.8,O=C(CCCCn1cnc2c(=S)nc[nH]c21)Nc1ccc(C(=O)O)cc1
-5.1,COC(=O)[C@]12CCCCC=C1N(CCC1=CCCCC1)C(=O)[C@H](CC(=O)N1CCN(C(=O)C3CC3)CC1)C2
-5.1,CCN(CC)C(=O)C1=C(C)N(Cc2ccccc2)C(=O)C(CC(=O)NC2CC2)C1 (stereo not drawn)
-3.3,CC(C)NC(=O)C1(C)CSCC(=O)N1C1CC1 (stereo not drawn)
-4.2,CCOC(=O)c1ccc(S(=O)(=O)N2CCN(C3CC(=O)N(c4ccccc4C(F)(F)F)C3=O)CC2)cc1 (stereo not drawn)
-3.7,O=C(NC(c1ccc(Cl)cc1)c1ccsc1)C1CCN(Cc2cccc(Cl)c2)CC1 (stereo not drawn)
-5.9,CC1(c2nc3ccccc3[nH]2)CCC2=Nc3ccccc3CN21 (stereo not drawn)
-1.7,O=C(NC(c1ccc(F)cc1)c1ccc2ccccc2n1)C1CCN(Cc2ccc3ccccc3n2)CC1 (stereo not drawn)
-3.5,O=C(CCc1ccc(O)cc1)NN=Cc1cc(Br)ccc1O
-4.8,COC(=O)c1ccc(CSC2=NC[C@@H]3[C@@H]4C(=O)N(Cc5ccccc5)C(=O)[C@@H]4[C@](C)(C(=O)OC)N23)cc1
-6.4,COc1ccc(-c2cc(NC=O)c3ncc(-c4cccc(C(=O)NCCN(C)C)c4)n3c2)cc1
-8.5,CC(C)C1C(=O)N(Cc2cn(CCC3OCCCO3)nn2)CCS(=O)(=O)N1Cc1ccc(-c2cccc(N(C)C)c2)cc1 (stereo not drawn)
7.9,NC(Cc1ccc(C(F)(F)F)cc1)c1csc(Nc2cc(Oc3ccccc3)ncn2)n1 (stereo not drawn)
-4.2,COc1cc(Cl)ccc1OCc1cc(C(=O)N2CCN(C3CCCCC3)CC2)no1
-5.1,COc1ccc2nc3cc([N+](=O)[O-])ccc3c(NNc3ccc([N+](=O)[O-])cc3)c2c1
-5.9,C=CCN=C1NC(c2ccc(Cl)cc2)C(C(=O)OC)=C(C)N1Cc1ccccc1C(F)(F)F (stereo not drawn)
-0.6,O=C(CC[C@H]1O[C@@H](n2cnc3c(NC(=O)c4ccccc4)ncnc32)[C@H](O)[C@@H]1O)NCCc1cc2ccccc2[nH]1
2.0,CCc1cc2c(nc1CC)CCCN2S(=O)(=O)c1ccc(OC)cc1
-5.6,CCCN(C(=O)CCc1cn(CCC)c2ccccc12)c1ccc(N(C)c2ccccn2)cc1
-4.5,COc1ccc([N+](=O)[O-])c(O)c1C(C)=O
-5.3,CCOc1ccccc1N1CCN(CC(=O)N(C)CC(=O)Nc2ccccc2CC)CC1
-1.4,C[C@H]1C(=O)N(c2ccccc2)[C@@H]1c1ccccc1
-6.9,CCN(CC)C(=O)[C@H]1C[C@H](CC(=O)NCCCn2ccnc2)C(=O)N2CCc3c([nH]c4cc(-c5ccco5)ccc34)[C@]12C
-9.0,CCc1c(-c2ccc(Br)cc2)ncn1CCc1ccccc1OC
8.4,COCCCNC(=O)CC1C[C@H](C(=O)N2CCOCC2)[C@@]2(C)c3[nH]c4ccc(OC)cc4c3CCN2C1=O (stereo partly drawn)
-6.4,O=C(Nc1ccc(F)c(Cl)c1)c1cc(C2CCCN(C(=O)CCc3ccccc3)C2)on1 (stereo not drawn)
-6.5,CC1(C(=O)NCc2ccc3c(c2)OCO3)CCN1C(=O)C1(c2ccc(Cl)cc2)CC1 (stereo not drawn)
-6.2,CC(=O)N1CCN(c2ccc(N3CCN(C(C)=O)[C@@H](C)C3)c(C)c2)[C@@H](C)C1
-2.1,O=c1ccn(C2CCCCC2)c(=O)[nH]1
-2.4,C#CCOCCOCCOCCNc1nc(N2CCN(C(=O)[C@H]([C@@H](C)O)n3cc(CCCCN)nn3)CC2)nc(N2CCN(C(=O)[C@H](C)n3cc(CCC(=O)O)nn3)CC2)n1
-5.3,CCN(C(=O)COC(=O)CCC(=O)c1ccc(Cl)cc1)c1c(N)n(Cc2ccccc2)c(=O)[nH]c1=O
-4.4,COc1ccc2[nH]c3c(c2c1)CCN1C(=O)C(CC(=O)NCCc2ccccn2)C[C@H](C(=O)N2CCOCC2)[C@@]31CCC1CCCC1 (stereo partly drawn)
-4.0,CC1=C(C(=O)Nc2cc(C(=O)N3CCN(c4ccc(Cl)cc4)CC3)ccc2C)SCCO1
-6.4,Cc1ccccc1-c1cccc2c3c([nH]c12)[C@@H]1C[C@H]2[C@@H](C(=O)N1CC3)[C@H](C)ON2C
-3.5,N#Cc1cccc(C(=O)NCC2CCN(C(=O)C(=O)c3cc4ccccc4o3)CC2)c1
-6.5,COc1ccc(NS(=O)(=O)N2CCCCC2)cc1
-6.2,c1ccc(COc2ncnc3c2ncn3CCCN2CCN(c3ccccn3)CC2)cc1
-3.9,Nc1nc(=S)c2ncn(C3OC(CO)CC3O)c2[nH]1 (stereo not drawn)
4.1,CC1CCc2[nH]c3ccc(C(=O)NCC4CCCO4)cc3c2C1 (stereo not drawn)
-8.1,COc1ccc(-c2sc3ccccc3c2-c2cc(OC)ccc2C=O)cc1
-1.8,COc1cc(NC(=O)C2(C)CCCN2C)cc(OC)c1OC (stereo not drawn)
-2.6,Cc1ccc(S(=O)(=O)N(C)C)cc1NC(=O)C(C)OC(=O)c1ccc2c(=O)n3c(nc2c1)CCC3 (stereo not drawn)

# Structures from the list above that contain a furan ring, fused or not, in the order listed:
GalR3 antagonist,canonical_smiles
-8.5,C#CCNC(=O)C[C@@H]1C[C@@]2(C(=O)OC)CCCCC=C2N(Cc2ccco2)C1=O
-3.9,CCCS(=O)(=O)NC(=O)C1(C)CCCN(C(=O)c2cc(-c3cccs3)oc2C)C1 (stereo not drawn)
-5.5,Cc1ccc(S(=O)(=O)N2CCCCC2)cc1NC(=O)c1ccco1
-5.7,CC(C)N(C(=O)[C@H]1C[C@H](CC(=O)NCCCn2ccnc2)C(=O)N2CCc3c([nH]c4cc(-c5ccco5)ccc34)[C@]12C)C(C)C
-6.9,CCN(CC)C(=O)[C@H]1C[C@H](CC(=O)NCCCn2ccnc2)C(=O)N2CCc3c([nH]c4cc(-c5ccco5)ccc34)[C@]12C
-3.5,N#Cc1cccc(C(=O)NCC2CCN(C(=O)C(=O)c3cc4ccccc4o3)CC2)c1

# (continued)
GalR3 antagonist,canonical_smiles
-3.9,CNc1ncnc(NC)c1[N+](=O)[O-]
-8.4,O=C1C(=Cc2ccc(Cl)cc2)CCc2ccccc21
-4.4,CC1(C)CC(=O)C=C(c2ccc(COC(=O)c3ccccc3)cc2)C1=O
-1.5,CCOC(=O)N1CCN(C(=O)C[C@@H]2C[C@@]3(C(=O)OCC)CCCC=C3N(Cc3ccco3)C2=O)CC1
-10.2,CC1OC2CC(=O)OC2C2=C1C(=O)c1c(O)cccc1C2=O (stereo not drawn)
-7.9,CCC(CO)Nc1ccn2nc(-c3cccc(Cl)c3)cc2n1 (stereo not drawn)
-5.0,COCCCn1c(=O)/c(=C/c2ccccc2OC(F)F)s/c1=C(\C#N)C(=O)NCCOC
-3.7,CCOC(=O)C1(C)CCCN(C(=O)c2cccs2)C1 (stereo not drawn)
-4.9,Fc1ccc(-c2nc3c4ccccc4ccn3c2Cc2cccc(F)c2)cc1
-3.5,CNC(=O)c1cc(NC(=O)N(CCC#N)CCN(C(=O)NC(Cc2ccccc2)C(=O)NC(CC(C)C)C(=O)NC)c2ccccc2)ccc1OC (stereo not drawn)
-1.3,CC1(C(=O)Nc2ccc(F)c(Cl)c2)Cc2c(-c3ccccc3)ccnc2O1 (stereo not drawn)
-1.8,COc1ccc(CN(C)C(=O)/C=C/c2ccc(S(=O)(=O)N3CCOCC3)cc2)cc1F
-7.3,CCc1ccc2c(c1)NC(=O)C2(C)Cc1ccccc1OC (stereo not drawn)
-4.6,COc1ccc(N2c3ccccc3CN(Cc3ccccc3)[C@@H](C)[C@H]2Cc2cccnc2)cc1
-0.4,O=C1NC(=O)C2(CCCCC2)N1
-4.5,CC(C)C[C@@H](CNCC(=O)[C@H](C)NC(=O)c1[nH]cnc1C(=O)N[C@H](CN)CC(C)C)NC(=O)c1nc[nH]c1C(=O)N[C@@H](C)C(=O)O
-3.3,CC(=NNc1ccc2ccccc2n1)c1ccccc1O
-7.3,Cc1ccc(C(=O)N2O[C@]34C=C[C@]25C[C@@H](O)CC[C@]5(C)C3CC[C@]2(C)[C@@H]([C@H](C)/C=C/[C@H](C)C(C)C)CC[C@H]24)cc1 (stereo partly drawn)
-6.0,COc1ccc(OC)c(CN2C(=O)c3ccccc3C2c2nnnn2Cc2ccccc2)c1 (stereo not drawn)

# This is a subset, so the mix of outcomes need not match the whole.
